High-throughput results as filed in PubChem BioAssay.
PAX8 reporter – lowers PAX8-driven luciferase in RMG-I cells; RMG-I TPO-luciferase reporter, SteadyGlo, 24 h; inhibition, % at 12.6 µM; hit rate 1.2% among 360,000; AID 652154;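 active = mean replicate inhibition at least 60% with every replicate also reaching 60%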;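 note: luciferase light reporting Pax8 driven TPO promoter activity; plate controls were median of neutral control wells for no effect and mitoxantrone controls for full effect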
Cneo AK release – Cryptococcus neoformans lysis via adenylate kinase release; lysis activity, % at 15 µM; C. neoformans lysis, adenylate kinase release luminescence, 4 h; normalised: neutral wells 0, clomiphene wells 100; AID 651654; hit rate 0.2% among 360,000;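 active = mean lysis activity across replicates of at least 80%, whatever share of replicates individually reach that level; inactive = mean lysis activity below 80%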
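Schedule: static 4 h at 37 °C with compound, 1 h detection; system: C. neoformans cells; benchmarks: Clomiphene as positive control; buffer or medium: fresh YPD medium; measure: luminescence rise reflecting yeast cell lysis; measured by: luminescent adenylate kinase detection reagent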
PGC1a acetyl inh – PGC1a acetylation modulation, inhibitor mode | U2OS PGC1a acetylation, AlphaScreen anti-acetyl-lysine; with virally co-expressed GCN5 acetyltransferase | inhibition, % at 15.6 µM | hit rate 0.17% among 350,000 | AID 651687;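 active = every replicate shows inhibition of at least 40%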;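 note: 0% = neutral control wells and 100% = positive control wells; some results beyond the cut were filed as inactive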
LGR2 inh – Drosophila LGR2 receptor signaling inhibition; HEK293 LGR2, CRE-luciferase, bursicon-stimulated, 4 h; inhibition, % at 9.99 µM; hit rate 0.35% among 380,000; AID 720647;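 active = drop in luminescence signal, shown as inhibition above about 50% in the replicate tests, limit read from the data, passing the limit was not always enough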;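 note: agonist challenge used bursicon conditioned medium at about half maximal strength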
miR-122 sensor – blocks miR-122 activity in Huh7 sensor cells | AID 602342 | activation (reporter increase), % at 12.5 µM | Huh7 miR-122 Renilla luciferase sensor, 48 h; neutral wells = 0, positive control = 100 | hit rate 0.3% among 340,000;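 active = mean replicate activation score at least 90 and every replicate individually at or above 90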;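 note: higher luciferase means less miR-122 activity so hits act as miR-122 inhibitors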
FN deposit inh – fibronectin deposition inhibition; AH1F fibroblasts, Alexa488-fibronectin deposition fluorescence, overnight; inhibition, % at 12.6 µM; AID 743247; hit rate 0.086% among 350,000;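 active = mean inhibition across replicates of 30% or more, regardless of how many single replicates reach that level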;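 note: positive control wells lacked labelled fibronectin entirely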
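Test system: AH1F fibroblast monolayer depositing Alexa488-labelled fibronectin into matrix. Input: 10000 cells per well. Technique: fluorescence, ex 485 nm, em 525 nm. Buffer or medium: DMEM plus 2% serum, read in PBS. Timing: 1 h cell adhesion before compound, then overnight fibronectin incubation. Compound: single dose, pinned. Read-out basis: inhibition from reduced deposited-fibronectin fluorescence.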
CASP6 VEID inh – inhibitors of human caspase-6; purified caspase-6, Z-VEID-R110 cleavage fluorescence; AID 686996; P55212; inhibition, % at 12.5 µM; hit rate 0.53% among 350,000;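 active = mean inhibition across replicates at least about 35%, with every replicate also reaching that limit, limit read from the data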;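 note: 0% = median of neutral control wells and 100% = no fluorescence left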
Target sequence (P55212 24-179 limits assumed): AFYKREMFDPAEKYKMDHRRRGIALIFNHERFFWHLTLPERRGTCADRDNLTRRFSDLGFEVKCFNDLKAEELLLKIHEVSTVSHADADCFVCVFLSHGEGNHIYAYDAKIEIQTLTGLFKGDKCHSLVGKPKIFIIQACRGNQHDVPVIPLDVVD
Target sequence (P55212 194-293 limits assumed): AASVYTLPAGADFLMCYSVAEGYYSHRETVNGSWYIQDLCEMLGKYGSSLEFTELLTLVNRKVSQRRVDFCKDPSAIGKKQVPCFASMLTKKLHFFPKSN
EWS-Fli inh – EWS/Fli transcriptional activity inhibition. A673 NR0B1-luciferase reporter, viability-normalised. inhibition, % at 12.6 µM. hit rate 0.67% among 350,000;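 active = mean inhibition of at least 50% after viability correction, with every replicate also passing that limit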;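 note: firefly luciferase signal divided by Alamar Blue viability fluorescence both relative to DMSO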
The depositor's hits bear a star; · = not tested or not shown; & = joins results of further samples; [ ] = another dose, or the depositor's remark.

SMILES	PAX8 reporter	Cneo AK release	PGC1a acetyl inh	LGR2 inh	miR-122 sensor	FN deposit inh	CASP6 VEID inh	EWS-Fli inh
COc1ccccc1C(=O)NC1CCN(C(=O)Nc2ccc(F)cc2)CC1	-3	-2	1	-7	-4	8	-1	-1
COc1ccc(CN(C)C[C@H]2OCCCC[C@H](C)Oc3ccc(NC(=O)c4ccncc4)cc3C(=O)N([C@@H](C)CO)C[C@H]2C)cc1	·	-3	2	4	-2[16.7 µM]	2	1	0
O=Nc1c(O)[nH]c2ccc(Cl)c(Cl)c12	20	-5	13	1	·	·	5	36
CCCCCCSc1ccc([C@H]2N[C@@](Cc3ccccc3)(C(=O)OC)[C@H]3C(=O)N(C)C(=O)[C@@H]23)cc1OC	-40	2	8	-20	-3	12	-2	-9
O=Cc1ccc(OCC(=O)N2CCOCC2)cc1	0	·	11	3	·	2	1	1
O=C1c2ccccc2C(O)(Cc2ccccc2)N1CCCN1CCOCC1 (centres undefined)	·	1	5	-7	·	·	-3	·
O=C(O)[C@H](Cc1c[nH]c2ccccc12)Nc1ncccc1[N+](=O)[O-]	9	-2	·	6	-2	6	0	3
O=C(NCC[C@H]1CC[C@@H](NS(=O)(=O)c2ccc(Cl)cc2)[C@H](CO)O1)c1ccc2c(c1)OCO2	·	1	1	-16	·	·	-4	·
NS(=O)(=O)c1ccc(N/N=C/c2ccc3c(c2)OCO3)c([N+](=O)[O-])c1	-1	·	-4	0	·	-11	0	-23
COc1ccc(-c2ccc(=O)n(CC(=O)Nc3nnc(C(C)C)s3)n2)cc1OC	26	0	-9	·	2	-2	·	·
O=C1CN(S(=O)(=O)c2ccccc2)c2ccccc2N1	-58	3	3	-15	-4	-2	0	-6
C=CCn1c(SCC(=O)NCCc2ccccc2)nnc1C(C)NC(=O)c1cccs1 (centres undefined)	-22	6	-3	·	7	-1	·	·
COc1ccc(C(=O)N/N=C/c2ccc(OC(=O)c3cccc4ccccc34)c([N+](=O)[O-])c2)cc1	-4	·	·	·	·	2	-2	11
CCN(CC(=O)Nc1ccc(NC(C)=O)cc1)C(=O)COc1ccccc1-c1ccccc1	7	1	-23	9	-11	10	2	-4
COc1cccc(C(C)NC(=O)c2c(F)cccc2Cl)c1 (centres undefined)	5	·	·	-16	·	1	4	-2
O=C(CSCc1ccc(Br)cc1)Nc1ccccc1C(=O)N1CCOCC1	·	-2	-3	0	-7	-1	5	·
CCS(=O)(=O)Nc1ccc2c(c1)C(=O)N(C)[C@@H]1CC[C@@H](CC(=O)OC)O[C@H]1CO2	-5	0	-4	-8	-7[16.7 µM]	-8	-2	7
Cc1c(-c2nnnn2-c2ccc(F)cc2)cnc2cc3c(cc12)OCO3	10	-1	-47	·	-5	-17	·	·
C=CCC[C@H](CCCCC)OC(=O)/C=C/[C@H](O)[C@@H](O)C[C@@H](O)CC=C	-13	·	·	9	·	-11	-1	8
C=CCSc1nc(N)cc(=O)[nH]1	-2	·	1	7	·	1	-1	4
CCN(c1ccc(C)cc1)S(=O)(=O)c1nnc(NC(=O)c2ccco2)s1	-66	37	5	2	-1	-6	0	5
CNC[C@@H]1OCCCC[C@H](C)Oc2ccc(NC(=O)Nc3ccc(OC)cc3)cc2C(=O)N([C@H](C)CO)C[C@H]1C	-7	-5	-3	1	4[16.7 µM]	-5	4	1
C/C=C/c1ccc([C@@H]2[C@H](CO)N(CCC(F)(F)F)C23CN(C(=O)COC)C3)cc1	5	·	5	2	·	·	1	-6
Cc1c(C(=O)CN2CCSCC2)c2ccccc2n1C	8	51	-13	·	-6	-10	·	·
Cc1ccc(C(=O)CCC(=O)OCC(=O)N(CC(C)C)c2c(N)n(Cc3ccccc3)c(=O)[nH]c2=O)cc1	2	0	-15	-17	-3	3	-1	6
COC(=O)[C@@H]1[C@@H](CO)[C@@H]2Cn3c(ccc(-c4ccccc4OC)c3=O)[C@@H]2N1CC1CCCCC1	-5	·	·	8	·	·	-1	8
COc1ccccc1CCn1cnc(-c2cccc(F)c2)c1C(C)C	-12	·	·	29	·	-4	-1	17
C/C=C/c1ccc(OCCn2cncn2)c(OC)c1	-19	1	-3	·	6	2	·	·
COC(=O)C(C(=O)OC)c1ncccc1NS(=O)(=O)c1ccc(C)cc1	-17	·	·	-25	·	-2	0	1
COC(=O)C(Cc1cncn1COCc1ccccc1)NC(=O)OC(C)(C)C (centres undefined)	·	0	9	·	4	-15	·	·
CCCCc1cc(=O)oc2c(C)c(OCC(=O)N3CCC(C(N)=O)CC3)ccc12	·	8	4	-2	-8	·	-1	9
N#C/C(=C(/O)CO/N=C/c1ccccc1Cl)c1nc2ccccc2[nH]1	-8	·	1	·	·	1	5	-5
O=C(OCC(=O)N1CCN(C(=O)c2ccco2)CC1)c1ccccc1	-11	·	-11	-3	·	10	-1	0
O=C(Cc1ccc2c(c1)OCCO2)N1CCN(S(=O)(=O)c2ccccc2C(F)(F)F)CC1	32	2	·	8	0	7	1	8
O=S(=O)(Nc1ccc(-n2cnnn2)cc1)c1ccccc1F	5	-1	7	3	14	3	1	2
CC1CCCN(S(=O)(=O)c2cccc([N+](=O)[O-])c2)C1 (centres undefined)	17	-2	·	17	-3	6	-1	19
Cc1cc(C)nc(SCCN(C)C)n1	-10	·	·	-18	·	-2	-5	-3
CCOC(=O)N1CCN(CC(O)COc2ccc3c(c2)CCC3)CC1 (centres undefined)	15	0	-8	10	-1	2	-2	-7
C[C@H](CO)N1C[C@H](C)[C@@H](CN(C)C(=O)C2CC2)Oc2cc(-c3ccc(C#N)cc3)ccc2S1(=O)=O	·	-1	7	-7	2[16.7 µM]	·	-5	1
CCOc1ccc(CCNC(=O)c2cc(C)on2)cc1OCC	-1	0	1	-6	5	12	-6	·
COCC#Cc1ccc2c(c1)O[C@@H](CN(C)C(=O)CC1CC1)[C@H](C)CN([C@H](C)CO)S2(=O)=O	·	-3	-3	-2	-6[16.7 µM]	-11	3	4
Cc1ccc(COc2ccc(C)nc2[N+](=O)[O-])cc1	-202	-4	0	-73	-4	10	0	-42
Cc1ccc(-c2nn(-c3ccccc3)cc2C(=O)NCC2CCCO2)cc1 (centres undefined)	-23	·	·	-17	·	-17	-3	-17
COc1ccccc1CNC(=O)C1CCC(CNS(=O)(=O)c2ccc(NC(C)=O)cc2)CC1 (centres undefined)	-39	-2	8	13	-12	-11	-3	16
Cc1ccc(CC#N)c(-c2c(CC#N)ccc(C)c2C)c1C	7	0	-2	7	-3	2	0	8
C[C@H]1CN([C@@H](C)CO)C(=O)c2cccc(NC(=O)c3nc4ccccc4s3)c2O[C@@H]1CN(C)Cc1ccc(C(F)(F)F)cc1	·	-1	-13	7	57[16.7 µM]	5	3	2
CCN1C(=NCCc2ccc([N+](=O)[O-])cc2)N[C@@H](c2ccccc2)[C@H](C(=O)OC)[C@H]1C	5	31	10	5	4	1	·	4
Cc1cc(C(=O)N/N=C/c2ccc[nH]2)no1	-6	0	0	23	-1	4	·	·
CO[C@H]1CN(C)C(=O)c2cc(NC(=O)Nc3cc(F)ccc3F)ccc2OC[C@@H](C)NC[C@H]1C	-14	0	-7	11	·	6	-2	5
Cn1cnc2c(oc3ccccc32)c1=O	7	2	5	·	-10	3	2	-5
CN(C)CCCC1(O)c2ccccc2CCc2ccccc21	-14	·	-11	14	·	6	-6	2
C=CCOC1=CS(=O)(=O)N(Cc2ccc(Br)cc2)c2ccc(Br)cc21	14	1	·	-5	·	-2	0	-2
[2H]C(CCOS(N)(=O)=O)c1ccc(C(C)(C)C)cc1 (centres undefined)	19	0	-12	-16	-7	-7	-1	-5
COc1ccc(C(=O)N2CCCCC2c2cc(C(=O)NCc3cccnc3)no2)cc1 (centres undefined)	-2	-1	0	-10	-9	3	-1	-5
C[C@H](CO)N1C[C@H](C)[C@@H](CN(C)S(=O)(=O)c2ccc(F)cc2)Oc2ccc(NC(=O)CCN3CCOCC3)cc2C1=O	-14&-50	-7&1	4&9	10&-8	0[16.7 µM]	6	-2&-2	0&-5
N#C[C@H]1[C@H](c2ccc(-c3cccc(F)c3)cc2)[C@H](CO)N1C(=O)NC1CCCCC1	39	·	-2	43	·	12	0	11

Full records, quoted from the list:
Results for [2H]C(CCOS(N)(=O)=O)c1ccc(C(C)(C)C)cc1 (centres undefined) = PAX8 reporter: 19; Cneo AK release: 0; PGC1a acetyl inh: -12; LGR2 inh: -16; miR-122 sensor: -7; FN deposit inh: -7; CASP6 VEID inh: -1; EWS-Fli inh: -5
Results for COc1cccc(C(C)NC(=O)c2c(F)cccc2Cl)c1 (centres undefined) = PAX8 reporter: 5; Cneo AK release: ·; PGC1a acetyl inh: ·; LGR2 inh: -16; miR-122 sensor: ·; FN deposit inh: 1; CASP6 VEID inh: 4; EWS-Fli inh: -2

In the list so far, 17 contain four or more nitrogen atoms:
SMILES	PAX8 reporter	Cneo AK release	PGC1a acetyl inh	LGR2 inh	miR-122 sensor	FN deposit inh	CASP6 VEID inh	EWS-Fli inh
COc1ccc(CN(C)C[C@H]2OCCCC[C@H](C)Oc3ccc(NC(=O)c4ccncc4)cc3C(=O)N([C@@H](C)CO)C[C@H]2C)cc1	·	-3	2	4	-2[16.7 µM]	2	1	0
O=C(O)[C@H](Cc1c[nH]c2ccccc12)Nc1ncccc1[N+](=O)[O-]	9	-2	·	6	-2	6	0	3
NS(=O)(=O)c1ccc(N/N=C/c2ccc3c(c2)OCO3)c([N+](=O)[O-])c1	-1	·	-4	0	·	-11	0	-23
COc1ccc(-c2ccc(=O)n(CC(=O)Nc3nnc(C(C)C)s3)n2)cc1OC	26	0	-9	·	2	-2	·	·
C=CCn1c(SCC(=O)NCCc2ccccc2)nnc1C(C)NC(=O)c1cccs1 (centres undefined)	-22	6	-3	·	7	-1	·	·
Cc1c(-c2nnnn2-c2ccc(F)cc2)cnc2cc3c(cc12)OCO3	10	-1	-47	·	-5	-17	·	·
CCN(c1ccc(C)cc1)S(=O)(=O)c1nnc(NC(=O)c2ccco2)s1	-66	37	5	2	-1	-6	0	5
CNC[C@@H]1OCCCC[C@H](C)Oc2ccc(NC(=O)Nc3ccc(OC)cc3)cc2C(=O)N([C@H](C)CO)C[C@H]1C	-7	-5	-3	1	4[16.7 µM]	-5	4	1
Cc1ccc(C(=O)CCC(=O)OCC(=O)N(CC(C)C)c2c(N)n(Cc3ccccc3)c(=O)[nH]c2=O)cc1	2	0	-15	-17	-3	3	-1	6
N#C/C(=C(/O)CO/N=C/c1ccccc1Cl)c1nc2ccccc2[nH]1	-8	·	1	·	·	1	5	-5
O=S(=O)(Nc1ccc(-n2cnnn2)cc1)c1ccccc1F	5	-1	7	3	14	3	1	2
C[C@H]1CN([C@@H](C)CO)C(=O)c2cccc(NC(=O)c3nc4ccccc4s3)c2O[C@@H]1CN(C)Cc1ccc(C(F)(F)F)cc1	·	-1	-13	7	57[16.7 µM]	5	3	2
CCN1C(=NCCc2ccc([N+](=O)[O-])cc2)N[C@@H](c2ccccc2)[C@H](C(=O)OC)[C@H]1C	5	31	10	5	4	1	·	4
Cc1cc(C(=O)N/N=C/c2ccc[nH]2)no1	-6	0	0	23	-1	4	·	·
CO[C@H]1CN(C)C(=O)c2cc(NC(=O)Nc3cc(F)ccc3F)ccc2OC[C@@H](C)NC[C@H]1C	-14	0	-7	11	·	6	-2	5
COc1ccc(C(=O)N2CCCCC2c2cc(C(=O)NCc3cccnc3)no2)cc1 (centres undefined)	-2	-1	0	-10	-9	3	-1	-5
C[C@H](CO)N1C[C@H](C)[C@@H](CN(C)S(=O)(=O)c2ccc(F)cc2)Oc2ccc(NC(=O)CCN3CCOCC3)cc2C1=O	-14&-50	-7&1	4&9	10&-8	0[16.7 µM]	6	-2&-2	0&-5
